Assay outcomes: PubChem, National Center for Advancing Translational Sciences (NCATS)
KB-V1 cytotox: KB-V1 MDR subline cytotoxicity. KB-V1 MDR cells viability, CellTiter-Glo, 72 h. Potency, µM (highest dose often 46.1 µM), for inactives: at the highest dose activity change, negative = cytotoxicity, actives largely listed as cytotoxic. actives 3.4% (n = 400,000). AID 1347076; note: % is set by controls: 0 for no effect and ±100 for the full control effect; nearly all actives have a fitted effect of over 60% in size
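Compound-treated KB-V1 multidrug-resistant cells, 72 h, 37 degrees C; viability by CellTiter-Glo. Fitted qHTS curves give the values.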
TDP43 rescue: inhibitors of TDP-43 toxicity in yeast; Potency, µM (top dose mostly 46.1 µM), for the others: at the top dose growth rescue (activation), usual class: activators; actives 1.8% (n = 410,000); TDP-43 expressing yeast growth rescue, BacTiter-Glo, 24 h; AID 652104; note: % of control where 0% means no effect; nearly all actives have a fitted effect of over 50% in size
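Galactose-induced TDP-43 yeast, OD600=0.02, compound pinned; 24 hr, 30 deg C; BacTiter-Glo luminescence for growth. Inhibitors of TDP-43 toxicity read as activators.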
SW480 rerep: induces DNA re-replication in SW480 colon adenocarcinoma cells; SW480 DNA re-replication, Hoechst DNA content imaging, 48 h; Potency, µM (top dose mostly 46.1 µM), inactives show top-dose re-replication activation, most hits filed as activators; actives 1.8% (n = 340,000); note: % of control where 0% means no effect; nearly all actives have a fitted effect of over 55% in size
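DNA re-replication was detected as more nuclei of elevated Hoechst intensity after 48 hr exposure to compound (23 nL pinned per well of 250 cells).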
KB-3-1 tox: KB-3-1 parental cell cytotoxicity. KB-3-1 viability, CellTiter-Glo ATP luminescence, 72 h. Potency, µM (series often up to 46.1 µM), without a hit: top-dose activity change, negative = cytotoxic, actives largely listed as cytotoxic. actives 1.4% (n = 400,000). AID 1347075; note: % is set by controls: 0 for no effect and ±100 for the full control effect; nearly all actives have a fitted effect of over 60% in size
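Cytotoxicity in the drug-sensitive parental line KB-3-1 was scored as loss of CellTiter-Glo luminescence following 72 h incubation with compound. Values come from curve fitting of normalized concentration-response data.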
GLP1R inv ag: acts as inverse agonist at human GLP-1 receptor | P43220 | HEK293 GLP-1R CRE-luciferase, luminescence, 24 h; GLP-1R form is constitutively active | Potency, µM (highest dose often 38.3 µM), for the others: top-dose activity change, negative = inhibition, hits mostly inhibitors | actives 1.6% (n = 410,000); note: % is set by controls: 0 for no effect and ±100 for the full control effect; nearly all actives have a fitted effect of over 55% in size
Target sequence (P43220 whole entry, looked up): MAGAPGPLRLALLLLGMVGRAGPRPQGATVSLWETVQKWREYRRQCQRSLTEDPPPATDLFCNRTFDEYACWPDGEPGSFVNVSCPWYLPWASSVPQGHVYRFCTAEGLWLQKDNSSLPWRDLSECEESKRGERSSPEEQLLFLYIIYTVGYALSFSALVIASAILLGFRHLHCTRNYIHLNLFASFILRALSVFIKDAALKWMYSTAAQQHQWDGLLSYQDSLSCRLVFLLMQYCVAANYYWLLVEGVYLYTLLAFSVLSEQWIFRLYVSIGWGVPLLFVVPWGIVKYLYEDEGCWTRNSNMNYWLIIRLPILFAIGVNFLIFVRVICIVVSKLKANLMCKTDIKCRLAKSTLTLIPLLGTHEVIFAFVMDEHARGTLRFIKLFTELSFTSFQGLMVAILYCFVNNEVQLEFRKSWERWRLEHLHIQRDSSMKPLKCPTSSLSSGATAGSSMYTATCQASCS
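Using stably transfected HEK293 (constitutively active GLP-1R, cAMP-luciferase reporter), compounds were incubated 24 hr and luciferase measured by luminescence.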
HT1080-NT tox: kills 2HG-producing HT-1080-NT fibrosarcoma cells; HT-1080-NT fibrosarcoma viability, CellTiter-Glo ATP luminescence, 48 h; Potency, µM (highest dose often 46.1 µM), for the others: at the highest dose activity, negative = less viability, hits mostly cytotoxic; actives 1.6% (n = 360,000);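 note: NT is the 2HG producing partner of a matched IDH1 knockdown line; 0% = DMSO-treated cells and -100% = media-only wells without cells; nearly all actives have a fitted effect of over 55% in size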
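Fibrosarcoma NT cells, 750 per well in 5% FBS RPMI, were exposed to compound for 48 hours. Viability: CellTiter-Glo luminescence.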
HEK293 tox: cytotoxic in the GLP-1 receptor inverse agonist counter-screen; HEK293 cAMP-luciferase reporter cells, luminescence, 24 h; Potency, µM (titrated, usually from 38.3 µM), inactives show top-dose activity change, negative = inhibition, hits mostly inhibitors; actives 0.13% (n = 410,000); AID 624418;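 note: loss of luciferase light is scored as toxicity; % is set by controls: 0 for no effect and ±100 for the full control effect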
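Here, cytotoxicity is scored as loss of luminescence. The MLSMR collection was tested on cells seeded in medium containing 10% Nu serum, with a 24 hr compound exposure preceded by 12 hours of culture.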
GLP-1R agonist: activates the human GLP-1 receptor. P43220. HEK293 GLP-1R CRE-luciferase, luminescence, 4-6 h; cells express a hypersensitive GLP-1R form. Potency, µM (top dose mostly 45.6 µM), for inactives: at the highest dose activation, hits mostly activators. actives 0.007% (n = 380,000); note: % of control where 0% means no effect
HT1080 IDH1KD tx: kills HT-1080 cells with IDH1 knockdown; HT-1080 IDH1 knockdown viability, ATP luminescence, 48 h; Potency, µM (doses to about 46.1 µM), for inactives: at the top dose activity, negative = toxicity, most hits filed as cytotoxic; actives 2% (n = 360,000);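 note: 0% = DMSO wells and -100% = cell-free medium wells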
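IDH1KD HT-1080 cells, 750/well, RPMI + 5% FBS; compound pinned after 2 h settling; 48 h, 37 °C; CellTiter-Glo luminescence; % activity normalised to DMSO and no-cell wells; curves fitted, classed by r2 and efficacy.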
* = called active by the depositor; [ ] = dose if it differs, or a comment. Calls come from the whole dose curve; as a rule, active = well fitted curve in the direction sought with a large enough effect; inconclusive = small, poorly fitted or top-dose-only effect, or another doubt; inactive = no such curve, though single readings can be large; an effect the other way counts as inactive or inconclusive. Potency is the fitted concentration of half-maximal effect. These rows are one share of the data; the hit share may differ from the screen's.

For CC1(C)C[C@H]2C=C(C=O)[C@]3(C=O)C[C@]3(C)[C@H]2C1 the results were KB-V1 cytotox -27%, TDP43 rescue inconclusive, SW480 rerep 9.2µM*, KB-3-1 tox inconclusive, GLP1R inv ag inconclusive, HT1080-NT tox 16µM*, HEK293 tox inconclusive, GLP-1R agonist -8% and HT1080 IDH1KD tx 12µM*.
COC(=O)C1=C(c2ccc(OC)c(OC)c2)C[C@@H]2CC[C@H]1N2C(=O)N1CCOCC1 was read as KB-V1 cytotox -5%, TDP43 rescue 16%, SW480 rerep -7%, KB-3-1 tox -2%, GLP1R inv ag 19%, HT1080-NT tox inconclusive, HEK293 tox 0%, GLP-1R agonist -5% and HT1080 IDH1KD tx 9%.
CN(C)P(=O)(NC(=O)c1cccn1C)N(C)C was read as KB-V1 cytotox 2%, TDP43 rescue -23%, SW480 rerep 5%, KB-3-1 tox -3%, GLP1R inv ag 4%, HT1080-NT tox -4%, HEK293 tox 16%, GLP-1R agonist -1% and HT1080 IDH1KD tx -2%.
For CCOc1ccc(N(C(C)C(=O)Nc2cc(Cl)ccc2OC)S(C)(=O)=O)cc1 (stereo unspecified) the results were KB-V1 cytotox inconclusive, TDP43 rescue inconclusive, KB-3-1 tox 3.7µM*, GLP1R inv ag inconclusive and HEK293 tox inconclusive.
Screening Cc1cccc(C(=O)NC2CC3CCCC(C2)N3Cc2ccccc2)c1 (stereo unspecified) returned KB-V1 cytotox 19%, TDP43 rescue -2%, SW480 rerep inconclusive, KB-3-1 tox 16%, GLP1R inv ag -21%, HT1080-NT tox 0%, HEK293 tox -3%, GLP-1R agonist 0% and HT1080 IDH1KD tx 17%.
For COc1ccc(CCNCc2ccc(OC)c(OC)c2OC)cc1 the results were KB-V1 cytotox -4%, TDP43 rescue -32%[inhibitor], SW480 rerep 4%, KB-3-1 tox -8%, GLP1R inv ag -6%, HT1080-NT tox 8%, HEK293 tox -1%, GLP-1R agonist -4% and HT1080 IDH1KD tx inconclusive.
Screening C[C@@H]1CN([C@H](C)CO)C(=O)CCCn2cc(nn2)CO[C@H]1CN(C)C(=O)Oc1cccc2ccccc12 returned KB-V1 cytotox 6%, TDP43 rescue 16%, KB-3-1 tox 7%, GLP1R inv ag 10%, HT1080-NT tox 6%, HEK293 tox -15%, GLP-1R agonist 9% and HT1080 IDH1KD tx 12%.
For Cc1cc(NC(=O)COC(=O)c2c(C)nn(Cc3ccccc3Cl)c2C)no1 the results were KB-V1 cytotox -29%, TDP43 rescue -7%, SW480 rerep inconclusive, KB-3-1 tox 0%, GLP1R inv ag -25%, HT1080-NT tox -29%, HEK293 tox -16%, GLP-1R agonist 9% and HT1080 IDH1KD tx -20%.
Screening C/C(=N\N1CCCCCC1)c1c(O)n(-c2ccc(C)cc2)c(=O)[nH]c1=O returned KB-V1 cytotox -18%, TDP43 rescue inconclusive, SW480 rerep 1%, KB-3-1 tox 3%, GLP1R inv ag inconclusive, HT1080-NT tox 5%, HEK293 tox inconclusive, GLP-1R agonist 12% and HT1080 IDH1KD tx -4%.
O=S1(=O)N(Cc2ccccc2)CCCN1Cc1cccc(Cl)c1 was read as KB-V1 cytotox 16%, TDP43 rescue 23%, KB-3-1 tox 18%, GLP1R inv ag inconclusive and HEK293 tox 1%.
CCOC(=O)C1(CCc2ccccc2)CCN(Cc2csc(C(C)=O)c2)CC1 was read as KB-V1 cytotox inconclusive, TDP43 rescue -13%, SW480 rerep 23%, KB-3-1 tox -25%, GLP1R inv ag inconclusive, HT1080-NT tox inconclusive, HEK293 tox inconclusive, GLP-1R agonist 3% and HT1080 IDH1KD tx inconclusive.
`CCC(=NCCc1c[nH]c2ccccc12)c1c(O)n(-c2ccc(C)cc2)c(=O)[nH]c1=O` gave KB-V1 cytotox 21µM*, TDP43 rescue -5%, SW480 rerep inconclusive, KB-3-1 tox -10%, GLP1R inv ag inconclusive, HT1080-NT tox 3%, HEK293 tox 44%, GLP-1R agonist -4% and HT1080 IDH1KD tx -12%.
`NN=C1C(Cl)=C(Cl)C(Cl)=C1Cl` gave KB-V1 cytotox 0%, TDP43 rescue 18µM*, KB-3-1 tox 7%, GLP1R inv ag 47%[activator], HT1080-NT tox 3%, HEK293 tox 10%, GLP-1R agonist 1% and HT1080 IDH1KD tx 3%.
For COc1cc2c(cc1OC)C(C(=O)N1CCC3(CC1)OCCO3)C(c1ccccc1F)N(C)C2=O (stereo unspecified) the results were KB-V1 cytotox -9%, TDP43 rescue -10%, SW480 rerep -1%, KB-3-1 tox -4%, GLP1R inv ag -11%, HT1080-NT tox 7%, HEK293 tox -24%, GLP-1R agonist 3% and HT1080 IDH1KD tx 7%.
For COc1ccc(C=C2C(=O)NC(=S)NC2=O)cc1OC the results were KB-V1 cytotox 7%, TDP43 rescue -14%, SW480 rerep 1%, KB-3-1 tox -9%, GLP1R inv ag 22%, HT1080-NT tox 10%, HEK293 tox -5%, GLP-1R agonist 2% and HT1080 IDH1KD tx 19%.
Screening O=c1[nH]c(=S)[nH]c(O)c1N=Nc1cc2c(cc1[N+](=O)[O-])OCO2 returned KB-V1 cytotox 5%, TDP43 rescue -4%, SW480 rerep inconclusive, KB-3-1 tox -1%, GLP1R inv ag -4%, HT1080-NT tox 1%, HEK293 tox -5%, GLP-1R agonist 4% and HT1080 IDH1KD tx -8%.
`O=C(COC(=O)Cc1ccccc1)Nc1ccc(Cl)cn1` gave KB-V1 cytotox 0%, TDP43 rescue 21%, SW480 rerep 2%, KB-3-1 tox 14%, GLP1R inv ag -3%, HT1080-NT tox 2%, HEK293 tox 19%, GLP-1R agonist 0% and HT1080 IDH1KD tx 3%.
N#Cc1ccc(CN2Cc3ccccc3-n3nncc3C2)cc1 was read as KB-V1 cytotox 12%, TDP43 rescue 4%, KB-3-1 tox 17%, GLP1R inv ag 6%, HT1080-NT tox 3%, HEK293 tox 6%, GLP-1R agonist 7% and HT1080 IDH1KD tx 3%.
Screening COc1ccccc1NC1(C#N)CCCCC1 returned KB-V1 cytotox 1%, TDP43 rescue 1%, SW480 rerep -4%, KB-3-1 tox 7%, GLP1R inv ag 13%, HT1080-NT tox -1%, HEK293 tox 5%, GLP-1R agonist 0% and HT1080 IDH1KD tx 0%.
`O=C(CCCN1CCC(n2c(=O)[nH]c3ccccc32)CC1)c1ccc(F)cc1` gave KB-V1 cytotox inconclusive, TDP43 rescue 0%, SW480 rerep 3%, KB-3-1 tox 0%, GLP1R inv ag inconclusive, HT1080-NT tox -28%, HEK293 tox -2%, GLP-1R agonist 10% and HT1080 IDH1KD tx -28%.
Screening O=C(O)c1cc[c]([Hg][Cl])cc1 returned KB-V1 cytotox -3%, TDP43 rescue inconclusive, SW480 rerep -2%, KB-3-1 tox 0%, GLP1R inv ag 13%, HT1080-NT tox 16µM*, HEK293 tox -3%, GLP-1R agonist 6% and HT1080 IDH1KD tx 18µM*.
For c1cc2c(cc1CCNC1C3CC4CC(C3)CC1C4)OCO2 (stereo unspecified) the results were KB-V1 cytotox 21µM*, TDP43 rescue 9%, SW480 rerep -5%, KB-3-1 tox -13%, GLP1R inv ag -2%, HT1080-NT tox 0%, HEK293 tox -21%, GLP-1R agonist -6% and HT1080 IDH1KD tx 1%.
CCOC(=O)[C@]12Cc3cc(OC)ccc3[C@H]1N(C(C)C)C(=O)c1cc(OC)ccc12 was read as KB-V1 cytotox 6.5µM*, TDP43 rescue -70%[inhibitor], KB-3-1 tox 10µM*, GLP1R inv ag inconclusive, HT1080-NT tox 21µM*, HEK293 tox inconclusive, GLP-1R agonist -14% and HT1080 IDH1KD tx 21µM*.
Screening COc1cc2c(cc1/C=C/[N+](=O)[O-])OCO2 returned KB-V1 cytotox -21%, TDP43 rescue inconclusive, SW480 rerep inconclusive, KB-3-1 tox inconclusive, GLP1R inv ag inconclusive, HT1080-NT tox 4.1µM*, HEK293 tox inconclusive, GLP-1R agonist -8% and HT1080 IDH1KD tx 8.2µM*.
`CN1OCC2Cn3c(nc4ccccc43)C21` (stereo unspecified) gave KB-V1 cytotox inconclusive, TDP43 rescue 15%, SW480 rerep 4%, KB-3-1 tox inconclusive, GLP1R inv ag 7%, HT1080-NT tox 1%, HEK293 tox 11%, GLP-1R agonist 2% and HT1080 IDH1KD tx 1%.
COc1ccc(NC(=O)CCc2nc(C3=CCN(Cc4cccc(Cl)c4)CC3)no2)c(OC)c1 was read as KB-V1 cytotox -16%, TDP43 rescue -3%, KB-3-1 tox -3%, GLP1R inv ag 3% and HEK293 tox -16%.
For CCCCOC(=O)C1=C(N)OC2=C(C(=O)CC(C)(C)C2)[C@]12C(=O)N(C)c1ccccc12 the results were KB-V1 cytotox -6%, TDP43 rescue 3%, SW480 rerep -3%, KB-3-1 tox 0%, GLP1R inv ag 6%, HT1080-NT tox 12%, HEK293 tox 0%, GLP-1R agonist 3% and HT1080 IDH1KD tx 7%.
Screening CCOCc1c(C(=O)Nc2ccc3nc(N4CCOCC4)sc3c2)oc2ccccc12 returned KB-V1 cytotox 21µM*, TDP43 rescue 27%, SW480 rerep 2%, KB-3-1 tox inconclusive, GLP1R inv ag inconclusive, HT1080-NT tox -2%, HEK293 tox inconclusive, GLP-1R agonist -28% and HT1080 IDH1KD tx -10%.

Two records drawn at random from those above:
CN(C)P(=O)(NC(=O)c1cccn1C)N(C)C was read as KB-V1 cytotox 2%, TDP43 rescue -23%, SW480 rerep 5%, KB-3-1 tox -3%, GLP1R inv ag 4%, HT1080-NT tox -4%, HEK293 tox 16%, GLP-1R agonist -1% and HT1080 IDH1KD tx -2%.
Screening COc1ccccc1NC1(C#N)CCCCC1 returned KB-V1 cytotox 1%, TDP43 rescue 1%, SW480 rerep -4%, KB-3-1 tox 7%, GLP1R inv ag 13%, HT1080-NT tox -1%, HEK293 tox 5%, GLP-1R agonist 0% and HT1080 IDH1KD tx 0%.
